Assay outcomes deposited in PubChem by Sanford-Burnham Center for Chemical Genomics.
EphA4 KYL inhibition – inhibitors of EphA4 binding to KYL peptide, primary screen, biochemical, colorimetric, mouse EphA4 (AID 689). EphA4-AP binding to KYL peptide, pNPP A405; higher % means a stronger effect. inhibition, % at 10 µM, or IC50 in µM where a hit was titrated. 0.1% of 62,000 active; in the data active = a potency from the dose series; inactive = the rest, 99 in 100 with inhibition below about 22%
The depositor's hits bear a star.

SMILES	EphA4 KYL inhibition
COc1ccc2c(c1)[nH]c(=O)c1sc3ccccc3c12	-8.1%
Cc1cc2nn(-c3ccccc3)nc2cc1NC(=O)c1cccs1	-8.8%
COc1ccc(C=C2C(=O)N(c3ccccc3)C(=S)N(c3ccccc3)C2=O)c(OC)c1	-4.8%
CCOC(=O)c1c(C)n(C)c2c(C)cc(O)c(OC(=O)CC)c12	-8.0%
O=C(Nc1ccccc1)N(Cc1ccccc1)Cc1ccccc1	-8.5%
CC(=O)N1CCc2cc(S(=O)(=O)CCC(=O)NCc3ccc4c(c3)OCO4)ccc21	0.5%
Cc1cc(C)c(NC(=O)COc2ccccc2C(=O)Nc2ccc3c(c2)oc2ccccc23)c(C)c1	-1.5%
COc1ccc(-n2c(N)c(C(=O)NCc3ccco3)sc2=S)cc1	-3.1%
CCOC(=O)c1cnn(CCOC(=O)c2cccs2)c1NC(=O)c1cccs1	12.4%
Cc1ccccc1N/C(SCc1ccc(Cl)cc1)=C(/C#N)C(=O)NCc1ccco1	-1.4%
N#Cc1cccc(C(c2nnnn2Cc2ccccc2)N2CCCC2)c1 (configuration not stated)	-5.1%
CCN1CCN(C(=O)c2ccccc2N(Cc2ccccc2)S(=O)(=O)c2ccc(C)cc2)CC1	-8.6%
O=C(CCCCCn1c(=S)[nH]c2ccc(Br)cc2c1=O)NCC1CCCO1 (configuration not stated)	-9.3%
COc1ccc(C(=O)N(c2ccccc2)C2CC(C)Nc3ccccc32)cc1 (configuration not stated)	-6.9%
CCOC(=O)C1CCCN(c2c(N3CCOCC3)c(=O)c2=O)C1 (configuration not stated)	-2.3%
CCC(=O)Nc1sc(C(=O)OC)c(C)c1C(=O)OC	-2.1%
CC(C)(CN=C1NS(=O)(=O)c2ccccc21)CNC(=O)CN1C(=O)c2ccccc2C1=O	-1.6%
Cc1ccc(C(=O)N(CN2CCCC2=O)c2ccccc2)cc1C	-15.6%
N#CC1=C(Nc2ccccc2)SC=C(c2ccc(Br)cc2)N=C1N1CCOCC1	-0.1%
CC(=O)N1CCc2cc3nc(C)cc(C)c3cc21	-2.1%
O=C1CC(c2ccc(S(=O)(=O)NCc3ccccc3)cc2)CN1 (configuration not stated)	1.1%
CCN(CC)CCN1C(=O)C(=O)/C(=C(/O)c2ccccc2)C1c1ccccc1F (configuration not stated)	4.5%
O=C(CC(O)(C(F)(F)F)C(F)(F)F)Nc1ccc(Cl)c(Cl)c1	3.7%
O=C(CN(Cc1cccs1)C(=O)CNS(=O)(=O)c1ccc(F)cc1)NCc1ccco1	-11.7%
O=S(=O)(N=Nc1c(O)[nH]c2ccccc12)c1ccc(Cl)cc1	-1.1%

A section of the results above:
SMILES	EphA4 KYL inhibition
O=C(Nc1ccccc1)N(Cc1ccccc1)Cc1ccccc1	-8.5%
CC(=O)N1CCc2cc(S(=O)(=O)CCC(=O)NCc3ccc4c(c3)OCO4)ccc21	0.5%
Cc1cc(C)c(NC(=O)COc2ccccc2C(=O)Nc2ccc3c(c2)oc2ccccc23)c(C)c1	-1.5%
COc1ccc(-n2c(N)c(C(=O)NCc3ccco3)sc2=S)cc1	-3.1%
CCOC(=O)c1cnn(CCOC(=O)c2cccs2)c1NC(=O)c1cccs1	12.4%

Further records:
SMILES	EphA4 KYL inhibition
CCCCNC(=O)CSc1nc2ccsc2c(=O)n1C1CCN(C(=O)OCC)CC1	-9.5%
COc1ccc(/C=C/C(=O)NC(=S)Nc2ccccc2C)cc1OC	-8.3%
CN(C)c1ccc(/C(=N\O)C(F)(F)F)cc1	-2.0%
COc1ccccc1NC(=O)CC1COc2ccccc2O1 (configuration not stated)	-6.9%
O=C(NCC1CCCO1)C1CCC(=O)N1Cc1ccccc1Cl (configuration not stated)	-1.1%
CCO/C=C1/C(=O)N(CC)c2ccccc21	-1.1%
CC(C)N(c1ccccc1)c1ccc(NC(=O)C2CCCO2)cc1 (configuration not stated)	-0.9%
COc1ccc(OC)c(S(=O)(=O)N2CCC(C(=O)Nc3ccc(C)c(C)c3)CC2)c1	-5.2%
COc1cc(CC(NC(C)=O)C(=O)NC2CCN(c3nc(C)cc(C)c3C#N)CC2)cc(OC)c1 (configuration not stated)	-10.5%
COc1ccccc1N1CSC2=C(C#N)C(c3ccc(SC)cc3)CC(=O)N2C1 (configuration not stated)	21.5µM*
Cc1ccc(S(=O)(=O)Nc2cc(C(=O)NCCN3CCCC3)ccc2N2CCCCC2)cc1	4.2%
O=C1c2cccc3c(N4CCCCC4)ccc(c23)C(=O)N1c1ccccn1	-11.4%
Cn1c(=O)c2cn(-c3ccccc3)cc2n(C)c1=O	-6.6%
CC(=O)c1c(C)[nH]c(C(=O)CSc2nc3ccccc3n2C)c1C	3.0%
CCOC(=O)CCc1c(C)nc2cc(-c3cccc(F)c3)[nH]n2c1=O	-0.9%
Cc1ccc(CNC(=O)CN2C(=O)C3(OCCCO3)c3ccccc32)cc1	-3.9%
COc1cccc(NC(=O)CSc2nnc(-c3cccc(OC(C)C)c3)n2N)c1	3.5%
O=C(NCc1ccco1)c1ccc(N2CCCC2=O)cc1	-9.1%
C=CCn1c(SCc2nc3ccccc3[nH]2)nnc1-c1ccc(OC)cc1	-11.3%
O=c1oc(-c2ccccc2Cl)nc2sc3c(c12)CCCCC3	-2.3%
O=C(CCl)c1ccc(Cc2ncc(C(F)(F)F)cc2Cl)s1	1.6%
CC(=O)c1c(C)oc2ccc(O)c(CN3CCOCC3)c12	11.0%
CC(C)OCC(O)CS(=O)(=O)Cc1ccccc1 (configuration not stated)	-7.2%

An excerpt of these results, with the structure last.
| EphA4 KYL inhibition | compound |
| --- | --- |
| -2.0% | CN(C)c1ccc(/C(=N\O)C(F)(F)F)cc1 |
| -6.9% | COc1ccccc1NC(=O)CC1COc2ccccc2O1 (configuration not stated) |
| -1.1% | O=C(NCC1CCCO1)C1CCC(=O)N1Cc1ccccc1Cl (configuration not stated) |
| -1.1% | CCO/C=C1/C(=O)N(CC)c2ccccc21 |
| -0.9% | CC(C)N(c1ccccc1)c1ccc(NC(=O)C2CCCO2)cc1 (configuration not stated) |
| -5.2% | COc1ccc(OC)c(S(=O)(=O)N2CCC(C(=O)Nc3ccc(C)c(C)c3)CC2)c1 |
| -10.5% | COc1cc(CC(NC(C)=O)C(=O)NC2CCN(c3nc(C)cc(C)c3C#N)CC2)cc(OC)c1 (configuration not stated) |

Of the compounds above, these have fluorine.
SMILES	EphA4 KYL inhibition
CCN(CC)CCN1C(=O)C(=O)/C(=C(/O)c2ccccc2)C1c1ccccc1F (configuration not stated)	4.5%
O=C(CC(O)(C(F)(F)F)C(F)(F)F)Nc1ccc(Cl)c(Cl)c1	3.7%
O=C(CN(Cc1cccs1)C(=O)CNS(=O)(=O)c1ccc(F)cc1)NCc1ccco1	-11.7%
CN(C)c1ccc(/C(=N\O)C(F)(F)F)cc1	-2.0%
CCOC(=O)CCc1c(C)nc2cc(-c3cccc(F)c3)[nH]n2c1=O	-0.9%
O=C(CCl)c1ccc(Cc2ncc(C(F)(F)F)cc2Cl)s1	1.6%

A portion of the library, so the mix of outcomes need not match the whole.
